Assay outcomes from PubChem BioAssay.
TAAR1 antag: human TAAR1 antagonists, primary screen, Fluo-8 calcium fluorescence, CHO RD-HGA16 cells. Trace amine-associated receptor 1 (Homo sapiens), Q96RJ0. antagonist. inhibition, % at 3 µM. 360,000 tested, 1.5% active;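 active means inhibition above a per-plate cutoff, the mean inhibition of test compounds on that plate plus 3 SD, cut at about 49% in these data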;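 further: 0% = DMSO plus EC80 beta-PEA response and 100% = DMSO alone without agonist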
Target sequence (Q96RJ0 whole entry, looked up): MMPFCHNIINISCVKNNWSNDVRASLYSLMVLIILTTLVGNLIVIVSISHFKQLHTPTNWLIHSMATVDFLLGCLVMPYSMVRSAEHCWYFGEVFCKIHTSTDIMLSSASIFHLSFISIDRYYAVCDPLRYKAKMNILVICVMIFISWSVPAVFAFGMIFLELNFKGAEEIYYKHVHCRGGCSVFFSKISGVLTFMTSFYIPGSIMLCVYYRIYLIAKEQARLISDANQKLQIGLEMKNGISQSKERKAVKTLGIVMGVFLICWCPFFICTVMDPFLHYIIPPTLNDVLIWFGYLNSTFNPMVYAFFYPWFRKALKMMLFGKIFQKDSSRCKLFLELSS
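test system = CHO RD-HGA16 cells bearing hTAAR1 | replication = singlicate | controls = DMSO-only wells and EC80 β-PEA-stimulated wells | reagent = EC80 β-phenethylamine stimulus | read-out basis = percent inhibition of PEA-evoked calcium signal, max/basal emission ratio | schedule = seeding 17-24 h prior, 75-min 37 °C, 30-min RT dye loading | signal = kinetic Fluo-8 calcium fluorescence measurement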
TAAR1 agonist: human TAAR1 agonists, primary screen, Fluo-8 calcium fluorescence, CHO RD-HGA16 cells; 360,000 tested, 0.99% active; vehicle wells 0%, saturating PEA agonist 100%; AID 624467, 2012; activation, % at 3 µM;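 active means activation above the mean activation of all test compounds in the run plus 3 SD, cut at about 38% in these data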
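Assay system: CHO-derived RD-HGA16 cells with stable Gα16 and human TAAR1; timing: 17-24 h seeding, 75 min 37 °C dye, 30 min RT; read-out: % activation from peak over basal fluorescence ratio, DMSO-to-PEA scaled; measured by: kinetic Fluo-8 calcium fluorescence; benchmarks: low control DMSO, high control PEA (EC100); doses: 3 µM single concentration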
CRFR2-BP antag: antagonists of CRF-BP/CRF-R2 complex, primary screen, cell-based, HEK293, calcium dye fluorescence, uHTS | CRF-induced calcium fluorescence | inhibition, % at 11.8 µM | 350,000 tested, 0.59% active | AID 588475, 2011;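 active means inhibition of the ligand-induced calcium signal above about 50% at the single tested concentration, limit read from the data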
CHRM5 PAM: human M5 muscarinic receptor positive allosteric modulators, primary screen, CHO-K1 cells, Fluo-8 calcium fluorescence; Muscarinic acetylcholine receptor M5 (Homo sapiens), P08912; CHO-K1 hM5, ACh EC20 PAM; 0% = ACh EC20, 100% = ACh EC100; activation, % at 3 µM; 360,000 tested, 0.3% active;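 active means activation above the run cutoff, the mean activation of all test compounds plus 3 SD, cut at about 18% in these data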
Target sequence (P08912 whole entry, looked up): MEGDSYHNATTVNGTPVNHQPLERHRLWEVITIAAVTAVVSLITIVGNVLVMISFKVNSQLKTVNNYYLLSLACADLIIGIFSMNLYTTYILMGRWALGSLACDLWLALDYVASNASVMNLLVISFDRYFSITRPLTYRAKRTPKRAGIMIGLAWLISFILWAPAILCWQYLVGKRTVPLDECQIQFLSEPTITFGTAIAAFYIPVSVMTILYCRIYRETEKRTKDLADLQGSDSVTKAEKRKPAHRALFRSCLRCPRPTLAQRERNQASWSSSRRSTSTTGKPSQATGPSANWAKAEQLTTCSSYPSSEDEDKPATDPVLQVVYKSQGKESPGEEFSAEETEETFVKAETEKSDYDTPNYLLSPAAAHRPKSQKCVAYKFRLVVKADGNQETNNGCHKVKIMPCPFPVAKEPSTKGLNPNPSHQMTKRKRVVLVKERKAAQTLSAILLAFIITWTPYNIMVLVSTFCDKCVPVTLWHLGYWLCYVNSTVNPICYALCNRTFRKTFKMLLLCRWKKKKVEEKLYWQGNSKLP
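Assay system: CHO-K1 hM5 cells. Also added: acetylcholine at EC20 concentration, added after compound. Dosing: 3 µM, single dose. Times: compound preincubation 140 s before EC20 acetylcholine addition. Signal: Fluo-8 calcium fluorescence. Measure: % activation relative to EC20 and EC100 ACh responses. Repeats: singlicate, one well per test compound.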
CHRM5 antagonist: human M5 muscarinic receptor antagonists, primary screen, CHO cells, Fluo-8 calcium fluorescence | Muscarinic acetylcholine receptor M5 (Homo sapiens), P08912 | CHO-hM5 cells, ACh EC80 | inhibition, % at 3 µM | 360,000 tested, 0.59% active | AID 624040, 2012;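 active means inhibition above a per-plate cutoff, the mean of that plate's test compounds plus 3 SD, cut at about 27% in these data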;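 further: 0% = acetylcholine EC80 with DMSO and 100% = DMSO without agonist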
CRFR2-BP ag: agonists of CRF-BP/CRF-R2 complex, primary screen, cell-based, HEK293, calcium dye fluorescence, uHTS; CRF-binding protein / CRF receptor 2 complex (human); calcium dye fluorescence (FLIPR); percent of saturating CRF peptide response; activation, % at 13.2 µM; 350,000 tested, 0.46% active;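 active means activation of at least 50%, plus an integration ratio under a set limit after plate pattern correction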;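 further: plate controls were neutral control wells without compound for no effect and CRF at EC100 for full effect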
M5 ag: human M5 muscarinic receptor agonists, primary screen, CHO-K1 cells, Fluo-8 calcium fluorescence | Muscarinic acetylcholine receptor M5 (Homo sapiens), P08912 | CHO-K1 hM5 cells; 0% DMSO wells, 100% maximal acetylcholine response | activation, % at 3 µM | 360,000 tested, 0.19% active | AID 624037, 2012;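 active means activation above the run's mean over test compounds plus 3 SD, cut at about 23% in these data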;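 further: signal is peak over basal fluorescence ratio across the kinetic read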
CHRM4 PAM: human M4 muscarinic receptor positive allosteric modulators, primary screen, CHO-K1 cells, Fluo-8 calcium fluorescence | 360,000 tested, 0.4% active | AID 624126, 2012 | CHO-K1 hM4/Gqi5, ACh EC20; 0% = ACh EC20, 100% = maximal ACh | activation, % at 3 µM;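 active means activation above its plate's cutoff, the mean activation of sample wells plus 3 SD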; further: some results filed as inactive read as strong as hits
M1 PAM parental: nonselective calcium activators in parental CHO-K1 cells, primary screen, counter-screen for M1 PAM project, cell-based, Fluo-8 calcium fluorescence, full deck, 1536-well; ATP EC20; 0% at ATP EC20, 100% at ATP max; activation, % at 3 µM; 360,000 tested, 0.02% active;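 active means activation above the run cutoff, the mean activation of all test compounds plus 3 SD, cut at about 40% in these data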;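 further: peak over basal fluorescence ratio in a 140 s read after ATP addition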
Active calls of the source: *; . = not tested or not shown.

SMILES,TAAR1 antag,TAAR1 agonist,CRFR2-BP antag,CHRM5 PAM,CHRM5 antagonist,CRFR2-BP ag,M5 ag,CHRM4 PAM,M1 PAM parental
Cc1ccc(C(=O)NCC(c2ccco2)N2CCCCC2)s1 (stereo not given),3,1,8,-3,-7,-0.7,-8,5,18
Cc1ccc(S(=O)(=O)N2CCCN(c3nccc(C(F)(F)F)n3)CC2)cc1,-25,0,-1,-13,1,-1.0,-6,-5,10
Cc1ccc(N=Nc2c(O)n(CN3CCOCC3)c3ccccc23)cc1,.,.,-15,2,-3,-2.7,-1,4,-7
Cc1ccc(C)c(N2CCN(C(=O)CNS(=O)(=O)c3cccs3)CC2)c1,-17,0,8,-5,3,-2.9,1,-3,1
C/C(=N\OCC(=O)Nc1ccc(OC(F)(F)F)cc1)c1ccc2c(c1)OCCO2,15,-1,25,-3,1,0.2,-1,-9,18
O=C(O)CCN1C(=O)/C(=C2\C(=O)N(Cc3ccc(F)cc3)c3ccccc32)SC1=S,-11,1,14,2,5,0.7,-1,-6,1
COc1ccc(C(=S)Nc2ccc(C)cc2)cc1,10,0,5,0,3,0.1,-3,8,1
O=c1c(O)c(-c2cccs2)oc2ccc(Cl)cc12,110*,292*,-254,-22,31*,267*,66*,-18,-11
O=C(CN1C(=O)C2C3C=CC(C3)C2C1=O)Nc1nc(SCc2ccc(Cl)cc2)n[nH]1 (stereo not given),13,4,4,-7,14,-1.2,-2,-7,6
COc1ccccc1C(=O)Oc1ccccc1C(=O)Nc1ccccc1,11,3,3,-4,-12,0.3,-4,-6,-4
Cc1cccc(C(=O)NNC(=O)CCC(=O)Nc2cccc(Cl)c2C)c1,-29,26,10,2,8,-2.2,-5,2,10
Cc1cc(C(=O)CSc2nnnn2-c2ccccc2)c(C)n1CC1CCCO1 (stereo not given),3,4,-18,-2,1,-2.5,3,-2,4
CCCN1C(=O)/C(=C/c2ccc(N3CCCC3)c(C)c2)NC1=S,99*,129*,-444,-46,62*,346*,69*,-19,0
CCOC(=O)N1CCN(C(=O)CSc2nc(CC)nc3c2c(=O)n(C)c(=O)n3C)CC1,-14,7,5,3,4,0.5,3,-5,5
COc1ccc(-c2nc3c4ccccc4[nH]c(=O)n3n2)cc1,-4,4,-21,2,-3,0.3,-1,2,20
Cc1cc(C)c(C#N)c(SCCN2CCCCC2)n1,-11,5,-3,-3,11,3.5,-7,-1,-23
COc1ccc(C(CC(=O)Nc2ccc(F)cc2)c2ccccc2)cc1 (stereo not given),9,-5,52*,-20,13,5.4,-6,-10,1
CN(C(=O)CSc1ncnc2ccccc12)C1CCCCC1,3,4,-8,-2,5,-0.5,1,-3,-26
COc1ccccc1-n1cnc(N)c1C(=O)c1ccccc1,2,5,-2,3,-5,0.0,1,6,9
O=C(Cc1cscn1)c1ccc(O)cc1O,4,8,28,0,-2,-1.1,2,1,4
Cc1nc(-c2ccc([N+](=O)[O-])cc2)c(-c2ccccc2)o1,-18,2,-11,-3,11,0.7,-4,-4,8
Cc1nc2sc(C(c3cccc(F)c3)N3CCCCC3)c(O)n2n1 (stereo not given),4,0,5,2,2,-0.5,-1,-1,-2
COC(=O)[C@@H]1C(c2c(OC)cc(OC)cc2OC)=NO[C@H]1C(=O)OC,-31,-1,-17,8,-6,0.3,-3,8,26
CCSc1nnc(Cc2cc(=O)[nH]c(=O)[nH]2)n1-c1ccc(F)cc1,-4,1,14,-3,5,-2.3,2,-1,1
Cc1cc2c(ncn2Cc2ccccc2)c([N+](=O)[O-])c1C,-6,23,3,-4,7,-2.4,-3,3,19
CCOC(=O)C(C)Sc1nnc(Cc2cc(=O)[nH]c(=O)[nH]2)n1-c1cccc(OC)c1 (stereo not given),-11,1,-11,-3,-4,-0.4,1,5,11
O=C(COC(=O)c1ccccc1OCc1ccccc1Cl)NC1CC1,12,6,13,-6,10,0.8,-10,-5,23
CCc1ccc(NC(=O)CSc2nc(=O)n(CCCN3CCOCC3)c3c2CCC3)cc1,4,-2,-3,2,-1,-0.2,-5,6,15
O=C(CCn1cccn1)Nc1ccc2c(c1)OCCO2,-1,1,-9,1,8,0.4,0,2,4
CCc1cc2c(SCC(=O)N3CCN(C(=O)c4cccs4)CC3)ncnc2s1,5,2,7,-3,3,-1.2,-1,-3,2
CC(=O)OCC1(C)CN(c2ccccc2)NC1=O (stereo not given),-4,2,5,1,1,1.3,2,1,-2
CC(=O)c1ccc(CCCC(=O)O)cc1,14,11,11,0,1,-0.6,2,6,19
N#C/C(C(=O)c1ccccc1)=C1/CCCN1,10,4,-8,-1,1,0.6,-1,2,19
O=C(N/N=C\C=C\c1ccc2c(c1)OCO2)c1ccc(F)cc1,19,5,-2,-4,4,1.9,-5,-5,3
Cc1ccc(NC(=S)N(Cc2cccs2)Cc2cc3cc(C)cc(C)c3[nH]c2=O)cc1,5,6,-15,0,-10,-2.5,0,-2,27
N#CCc1ccc(NC(=O)/C=C/c2ccc([N+](=O)[O-])o2)cc1,.,.,-3,2,1,10.0,-6,21,0
COc1ccc(OCC(=O)N2c3ccccc3CCc3ccccc32)cc1,0,0,21,4,-1,-2.5,-1,0,0
O=C(CCN1CCN(c2ccccc2)CC1)Nc1ccc2c(c1)OCO2,3,3,-11,0,-1,-1.0,0,5,11
Cc1ccc(C2SCC(C(=O)O)N2C(=O)c2ccc(F)cc2)cc1 (stereo not given),7,2,9,0,1,-2.1,-1,15,5
Cc1nc(C)c(-c2csc(Nc3ccc(F)cc3)n2)s1,-16,-3,-3,10,1,-2.4,-4,1,-7
Cc1ccc(S(=O)(=O)N2C[C@H]3N(C(=O)OC(C)C)N(C(=O)OC(C)C)C[C@H](OC(=O)NCC4CCCCC4)[C@@]3(O)C2)cc1,.,.,-1,0,-1,2.5,-1,-3,12
CC1CCN(C(=O)c2ccc(S(=O)(=O)Cc3cc(F)ccc3F)c([N+](=O)[O-])c2)CC1,7,18,-10,4,-12,0.8,-1,-7,13
CCc1cc(C(=O)NNC(=O)c2csc(N3CCOCC3)n2)sc1C,-11,0,2,-1,4,0.0,0,-6,-22
COc1ccc2nc(NC(=O)CSc3nnc4n3C(C)(C)Cc3ccccc3-4)sc2c1,-13,1,24,-5,-2,0.8,-1,-4,-4
Cc1ccc2[nH]c(=O)c(CN(Cc3cccnc3)C(=O)c3ccncc3)cc2c1,-5,10,-4,1,-2,-2.6,-1,1,14
Cc1ccc(C(=O)Nc2ccc3c(c2)CCC3)cc1,11,10,-8,8,-11,-3.9,-5,4,-4
Cc1ccc(N2C(=O)N3[C@H](c4ccc(Br)cc4)[C@@H]4C(=O)N(C(C)(C)C)C(=O)[C@@H]4[C@]3(C)C2=O)cc1,-3,6,-2,8,2,-0.5,1,6,-11
CCN(CC)CCCN1C(=O)C(O)=C(C(=O)c2ccc(C)o2)C1c1ccc(C)o1 (stereo not given),3,5,10,-2,6,5.0,-2,6,16
O=C(COC(=O)c1cc(=O)[nH]c2ccccc12)NCc1cccc(Cl)c1,8,5,6,4,-2,-1.6,3,4,-9
COC(=O)[C@H](Cc1ccccc1)NC(=O)Nc1ccc(OC)cc1,-8,2,-3,-2,-2,-1.0,-1,28,13

(further entries)
SMILES,TAAR1 antag,TAAR1 agonist,CRFR2-BP antag,CHRM5 PAM,CHRM5 antagonist,CRFR2-BP ag,M5 ag,CHRM4 PAM,M1 PAM parental
CCC(=O)N(c1nnc(SCC(=O)Nc2sccc2C(N)=O)s1)C1CC1,10,0,26,-5,0,-1.9,4,1,-2
CN(C)C(=O)c1ccc(NC(=O)CSc2nnc(-c3ccc4c(c3)OCO4)o2)cc1,-16,0,10,5,1,-0.9,2,1,14
CCOC(=O)C1C(c2cccc([N+](=O)[O-])c2)C2C(=O)NN=C2CC1(C)O (stereo not given),9,2,4,-3,-2,0.0,0,-3,8
Cc1cc(C)c(Cn2cnc(-c3ccc([N+](=O)[O-])cc3)c2)c(C)c1,-27,9,3,-12,11,0.4,-4,-2,8
COCCSc1nnc(NC(=O)CSCc2ccccc2)s1,10,1,-4,-2,1,-1.3,0,-4,16
CCCCCOc1ccccc1C(=O)NCCCCCC(=O)O,6,-4,12,8,4,1.1,4,26,-14
CC1(c2nnnn2Cc2ccccc2)CCC(=O)N1Cc1ccco1 (stereo not given),-1,1,.,2,4,.,0,12,7
CC1CN(c2ccccc2)CCN1C(=O)c1cc(COc2c(F)cccc2F)on1 (stereo not given),-13,-1,1,4,-6,2.3,-2,-8,-2
CCC(=O)NC(c1ccco1)c1cc(Cl)c2ccccc2c1O (stereo not given),1,10,9,-4,6,5.2,-6,0,15
O=C(NCCc1ccc(F)cc1)NC12CC3CC(CC(C3)C1)C2,-12,-3,-59,-2,4,28,0,-3,28
CC(C)(C)S(=O)(=O)c1cnc(N2CCOCC2)nc1N,-1,4,-13,5,5,0.2,-4,9,18
CCOc1ccc(N2CC(=O)N(c3ccc(OCC)cc3)CC2=O)cc1,-6,-3,2,-2,-2,1.2,-1,-3,15
CCOc1ccc(Cn2nnc(C(=O)Nc3cc(C)cc(C)c3)c2N)cc1,13,9,-22,2,-4,5.6,2,5,2
COc1cccc(C=C(C#N)C(=O)c2ccccc2)c1,-6,2,.,-4,-3,.,5,0,5
Cc1ccc2c(c1)c1c3n2CCN(C(=O)CCl)C3CCC1 (stereo not given),-6,-2,-2,-1,8,-1.2,-8,-5,23

Part of the list above, with values under each structure.
Values in the order: TAAR1 antag	TAAR1 agonist	CRFR2-BP antag	CHRM5 PAM	CHRM5 antagonist	CRFR2-BP ag	M5 ag	CHRM4 PAM	M1 PAM parental
CCOC(=O)C1C(c2cccc([N+](=O)[O-])c2)C2C(=O)NN=C2CC1(C)O (stereo not given)
→ 9	2	4	-3	-2	0.0	0	-3	8
Cc1cc(C)c(Cn2cnc(-c3ccc([N+](=O)[O-])cc3)c2)c(C)c1
→ -27	9	3	-12	11	0.4	-4	-2	8
